influenza NS1A: H1N1 influenza NS1A inhibitors, functional cell based assay (AID 504329); inhibition, % at 12.5 µM, or IC50 in µM where a hit was titrated; hit rate 0.3% among 340,000; NS1A functional cell-based assay, percent inhibition; higher % means a stronger effect; in the data active = a potency from the dose series; inconclusive = inhibition above about 27% without an active follow-up result; also: strong numbers were not always called active
inhibitors of VEEV: inhibitors of VEEV TC-83 cytopathic effect, confirmation, Vero cells (AID 588727). Vero cells, VEEV TC-83 cytopathic effect inhibition; higher % means a stronger effect. inhibition, % at 20 µM; hits with a dose series show IC50 in µM. hit rate 0.13% among 350,000; in the data active = a potency from the dose series; inconclusive = inhibition mostly from about 14% at the one dose, without a potency; inactive = the rest, 99 in 100 with inhibition below about 12%; also: strong numbers were not always called active
tuberculosis growth: growth inhibition of non-replicating M. tuberculosis (AID 488890); Mycobacterium tuberculosis non-replicating, growth inhibition; higher % means a stronger effect; inhibition, % at 25 µM; hits with a dose series show IC50 in µM; hit rate 0.39% among 320,000; in the data active = a potency from the dose series; inconclusive = inhibition mostly from about 82% at the one dose, without a potency; inactive = the rest, 99 in 100 with inhibition below about 76%;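 also: plate controls were DMSO cells for no effect and high antibiotic wells for full effect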
PhoP GFP inhibition: Inhibition of PhoP regulon, Salmonella typhi GFP reporter cells, confirmation, 4 h (AID 1850); Salmonella Typhi PhoP-promoter GFP reporter, fluorescence, 4 h; higher % means a stronger effect; hit rate 0.33% among 310,000; inhibition, % at 50 µM, or IC50 in µM where a hit was titrated; in the data active = a potency from the dose series; inconclusive = inhibition mostly from about 25% at the one dose, without a potency; inactive = the rest, 99 in 100 with inhibition below about 19%;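 also: 0% = induced wells with vehicle and 100% = uninduced wells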
M. tuberculosis HTS: M. tuberculosis growth inhibition, HTS (AID 449762); M. tuberculosis H37Rv growth inhibition, 7H9 media; higher % means a stronger effect; inhibition, % at 25 µM; hits with a dose series show IC50 in µM; hit rate 0.59% among 330,000; in the data active = a potency from the dose series; inconclusive = inhibition above about 70% without an active follow-up result;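 also: bacterial growth assessed after seven days of incubation; strong numbers were not always called active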
inhibitors of VEEV 10K pilot screen: second read-out of inhibitors of VEEV, no call of its own (marks repeat the call); inhibition, %; measured here: 10K pilot screen inhibition
* marks the source's active call; other numbers are inactive results; i = inactive; ? = inconclusive; / = not tested or not shown.

SMILES	influenza NS1A	inhibitors of VEEV	tuberculosis growth	PhoP GFP inhibition	M. tuberculosis HTS	others
CCCCc1ccc(NC(=O)c2ccc(N(C)S(C)(=O)=O)cc2)cc1	10%	0.7%	-2%	-4%	51%
OCC[C@H]1C[C@@H](O)[C@H](O)[C@@]2(OCc3ccccc32)O1	3%	i	-4%	11%	-1%
c1ccc2c(-c3nnc4n3CCCCC4)cc(-c3ccncc3)nc2c1	-2%	1.8%	33%	7%	-8%
O=C1CC(/C=C/c2ccncc2)=Nc2ccccc2N1	1%	2.8%	29%	13%	-1%
O=C(NCCN1CCOCC1)c1ccc(NS(=O)(=O)c2cccc([N+](=O)[O-])c2)cc1	9%	1.4%	18%	1%	8%
COc1ccc(OCC(=O)NC(=O)c2ccccc2OC)c([N+](=O)[O-])c1	-2%	0.1%	-30%	5%	3%
Cc1cccc(C2=NN(c3ccc(Br)cc3)[C@@H](C(=O)N3CCOC3=O)[C@@H]2c2ccc([N+](=O)[O-])cc2)c1	-7%	0.9%	/	/	/
NC(=O)CC(NC(=O)c1ccccc1)c1ccc(NC2CCCCCCC2)c([N+](=O)[O-])c1 (stereo unspecified)	-4%	2.1%	1%	-10%	1%
COc1ccc(C(c2c(C)[nH]n(-c3ccccc3)c2=O)c2c(C)[nH]n(-c3ccccc3)c2=O)cc1OC	3%	2.4%	14%	4%	1%
COc1c(C(=O)Nc2ccc(CN3CCOCC3)cc2)cc2ccccc2c1Br	8%	9.0%	4%	-1%	69%
COc1ccc(C(=O)n2nc(-c3ccc(Cl)cc3)nc2N)cc1OC	6%	6.5%	-9%	-19%	0%
Cc1ccc(S(=O)(=O)N2CCC[C@H]2C(=O)OC(C)C(=O)Nc2ncc(Cl)cc2Cl)cc1 (stereo partly specified)	17%	0.3%	-2%	-4%	0%
CCOC(=O)c1sc(N2C(=O)C(O)=C(C(=O)c3ccco3)C2c2cccc(Cl)c2)nc1C (stereo unspecified)	0%	8.8%	40%	1%	-2%
COc1cccc(OC)c1C(=O)Nc1cc(C)nn1-c1nc2ccccc2[nH]1	1%	11%	20%	-2%	0%
COc1cccc(N2CC(O)=C(c3nc4ccccc4s3)C2=N)c1	2%	0.3%	34%	0%	3%
Cc1ccc(OCCCCn2ccnc2)c([N+](=O)[O-])c1	4%	i	i	-4%	3%	inhibitors of VEEV 10K pilot screen=3.4
COc1ccccc1NC(=O)CSc1ncn[nH]1	13%	0.7%	13%	4%	1%
COC(=O)c1ccccc1N=Cc1c(O)[nH]c(=S)[nH]c1=O	-15%	1.4%	-12%	3%	-6%
CCOC(=O)N1CCN(C(=O)c2c(O)c3cccc4c3n(c2=O)CC4)CC1	-4%	1.0%	-11%	-6%	-9%
O=C(Nc1ccccc1)Nc1cccc(C(F)(F)F)c1	-5%	0.3%	-3%	-8%	8%
C/C(=N\NC(=O)c1ccc(Cl)c(Cl)c1)c1ccc(Br)s1	-4%	1.2%	55%	-1%	4%
CSCCC(=O)N1CCC(n2nccc2NC(=O)CCCc2ccccc2)CC1	6%	i	0%	-14%	3%
NS(=O)(=O)c1ccc(CCN=C(NS(=O)(=O)c2cccs2)c2ccccc2)cc1	3%	1.6%	2%	-2%	-6%
O=C(C1CCCCC1)N1CCN(c2ccnc3cc(Cl)ccc23)CC1	-6%	0.7%	51%	-5%	14%
Cc1cc2nc(C)n(CCCNC(=O)Nc3ccc(C#N)cc3)c2cc1C	-23%	0.4%	22%	18%	4%

Other records
SMILES	influenza NS1A	inhibitors of VEEV	tuberculosis growth	PhoP GFP inhibition	M. tuberculosis HTS	others
Cc1cc(C)c(S(=O)(=O)N2CCCOC2CNC(=O)C(=O)NCc2cccnc2)c(C)c1 (stereo unspecified)	-5%	0.9%	1%	3%	-5%
CNS(=O)(=O)c1cccc(C(=O)OCC(=O)Nc2nc(OC)cc(OC)n2)c1	-10%	i	12%	/	4%
O=C(Nc1ccccc1)OC1CCC2CC1CCC2OC(=O)Nc1ccccc1 (stereo unspecified)	1%	1.6%	57%	-3%	?
O=C(CSc1oc(-c2cccs2)nc1S(=O)(=O)c1ccccc1)NC1CCCCC1	8%	10%	7%	-2%	8%
O/N=C1\CC2(Cc3nonc31)OCCO2	-4%	0.1%	-8%	-2%	-1%
O=C(NCCCc1ccccc1)c1cccc(NC(=O)C2CC2)c1	-7%	1.4%	/	/	/
COC(=O)N/N=C(C)/C=C/c1ccccc1	-1%	1.4%	-3%	-4%	-9%
COc1ccc(N2CCN(C(=O)COC(=O)CCS(=O)(=O)c3ccc(C)cc3)CC2)cc1	-1%	1.7%	-4%	4%	-4%
O=C(Nc1cccc(F)c1)/C(=C\c1cccnc1)NC(=O)c1cccs1	-1%	2.0%	-5%	-7%	0%
CCOc1ccccc1NC(=O)NCc1ccccc1F	3%	0.5%	13%	5%	5%
COc1ccccc1N1CCN(C(CNS(=O)(=O)c2ccc(C)cc2)c2cccnc2)CC1 (stereo unspecified)	-8%	3.7%	38%	5%	-8%
COc1cccc(C(=O)NCCn2ccc3ccccc32)c1	8%	1.6%	-12%	-1%	-7%	inhibitors of VEEV 10K pilot screen=0.4
COc1cc(-c2c(NC(=O)c3ccco3)oc3c(C)cccc3c2=O)cc(OC)c1OC	2%	0.9%	-11%	7%	-3%
O=C(Nc1ccc2c(c1)OCO2)c1ccccc1	7%	i	9%	-8%	5%
[NH-]c1ncnc2c1N=C[N+]2=CC=CCO	21%	0.2%	5%	4%	-4%
COCCCNC(=O)Cn1ccc(N)nc1=O	-12%	1.1%	48%	/	-12%
CC(=O)c1ccc(N2CCN(S(=O)(=O)c3c(C)[nH]c(C)c3C(=O)N3CCCC3)CC2)cc1	2%	0.4%	-6%	-1%	-10%
CCOC(=O)c1sc2nc(SCC(=O)NCc3ccco3)n(Cc3ccccc3)c(=O)c2c1C	0%	0.1%	-3%	-9%	9%
O=C(CC1SC(=O)N(c2ccccc2)C1=O)Nc1ccccc1 (stereo unspecified)	2%	1.7%	11%	-2%	6%
CN(C)N1C(=O)CC(NNC(=O)c2ccncc2)C1=O (stereo unspecified)	-5%	1.7%	63%	6%	?
Cn1c(-c2cccc(OCc3ccccc3)c2)nc2c1c(=O)[nH]c(=O)n2Cc1ccccc1	5%	i	3%	-8%	4%	inhibitors of VEEV 10K pilot screen=0.8
COc1cc2cc(Br)cc(Br)c2nc1C	-10%	1.6%	72%	1%	-3%
CC(=O)c1c(O)c2cccc3c2n(c1=O)CCC3	-4%	0.8%	6%	-24%	5%
O=C(O)c1ccccc1-c1ccccc1C(=O)Nc1ccc(OC(F)(F)F)cc1	-39%	1.2%	73%	7%	3%
C=CCn1c(Oc2cccc(C)c2)nc2c1c(=O)n(C)c(=O)n2C	0%	2.5%	13%	-9%	-4%

Next section.
SMILES	influenza NS1A	inhibitors of VEEV	tuberculosis growth	PhoP GFP inhibition	M. tuberculosis HTS	others
C/C(=N\NC(=O)COc1ccccc1-c1ccccc1)c1ccccn1	4%	13%	?	6%	?
CCCCNC(=O)[C@@](CC)(ONc1ccccc1C(F)(F)F)c1cccc2ccccc12	4%	i	34%	/	-7%
O=C(CNC(=O)c1ccc(Br)cc1)NCC(=O)OCC(=O)c1ccc(F)cc1	-1%	0.6%	-1%	-4%	-7%
Cc1[nH]c2ccc(F)cc2c1CCN(Cc1cccnc1)C(=S)NC(C)(C)C	-4%	0.3%	21%	-4%	8%
CNC(=S)Nc1cccc(C(=O)O)c1	-9%	3.2%	-3%	5%	-4%
CCn1c(COc2ccccc2)nnc1SCC(=O)NCc1ccco1	-4%	i	-8%	-6%	-3%
CCCCC(=O)Nc1cc(Cl)ccc1C(=O)O	-12%	2.4%	30%	8%	3%
COc1ccccc1NC(=O)COC(=O)CC(C)(C)CC1=NS(=O)(=O)c2ccccc2N1	1%	i	15%	-5%	-6%
Cc1ccc(C(=O)N2Cc3ccccc3CC2C(=O)O)cc1 (stereo unspecified)	-1%	0.3%	-5%	-7%	7%
O=C(CO/N=C/c1cccc([N+](=O)[O-])c1)NC1CCCCC1	-2%	i	35%	-4%	-24%
O=C(O)CCCC(=O)Nc1ccccc1C(=O)N1CCOCC1	-1%	0.3%	-24%	4%	-4%
NC(=O)C1CCN(CCCNC2CC(=O)N(Cc3ccc(N4CCCC4=O)cc3)C2=O)CC1 (stereo unspecified)	-10%	0.3%	4%	6%	-7%
COc1cccc(C(=O)OCC(=O)NC(=O)NC2CCCC2)c1O	-2%	0.8%	3%	0%	6%
CCN(CC)CC(=O)Nc1c2c(nc3ccccc13)N(C)CC2	-7%	i	-12%	-7%	-2%
COC(=O)c1sccc1NC(=O)c1cc(OC)cc(OC)c1	-1%	8.2%	15%	8%	1%
N#CC1=C(N)C2=C(N3CCCCC3)CCCC2C1(C#N)C#N (stereo unspecified)	23%	3.7%	-11%	5%	-8%
CC(=O)Cn1c(C(F)(F)F)nc2ccccc21	1%	4.1%	-7%	-5%	-2%
CN1/C(=C/C(=O)C2CCC2)Sc2ccccc21	5%	0.2%	41%	-2%	5%
O=C(O)c1ccc(CSc2nnc(-c3ccc(Cl)cc3)o2)cc1	-4%	i	59%	-17%	2%
CNc1nc(Cl)nc2c1ncn2-c1ccccc1	2%	44%	/	/	/
C/C(=N/NC(=O)CNC(=O)c1ccccc1)c1ccc(C)cc1	-8%	1.0%	7%	-8%	2%
COc1cc(C2CC(c3c(C)cc(C)[nH]c3=O)=NN2c2ccccc2F)cc(OC)c1OC (stereo unspecified)	3%	1.2%	18%	-3%	-6%
CCOC(=O)N1CCN(CCC(=O)Nc2cc(C)ccc2OC)CC1	3%	1.7%	-1%	6%	-7%
CCOC(=O)CSc1nc2ccc(N3CCOCC3)cc2c(=O)n1Cc1ccc2c(c1)OCO2	/	/	13%	8%	-2%
O=C(COC(=O)c1ccc(Cl)s1)c1cc2ccccc2o1	-5%	i	?	0%	28%

Further structures follow:
SMILES	influenza NS1A	inhibitors of VEEV	tuberculosis growth	PhoP GFP inhibition	M. tuberculosis HTS	others
c1ccc(-c2ccccc2OCCCCN2CCCCCC2)cc1	-3%	i	?	-5%	47%
CCN1C(=O)c2cccc3c(S(=O)(=O)NCc4ccccc4)ccc1c23	-10%	0.5%	14%	/	-9%
COc1ccc(CCNS(=O)(=O)c2cc3c4c(c2)CCN4C(=O)CC3)cc1	2%	2.3%	1%	10%	-1%
Cc1ccc(NC(=O)C2CCN(c3ncnc4sc(C)c(C)c34)CC2)cc1S(=O)(=O)N(C)C	-8%	7.9%	38%	3%	-8%
CCOC(=O)Cn1c(=O)oc2cc(S(=O)(=O)N(C)c3cccc(C)c3)ccc21	1%	1.0%	-6%	4%	0%
COc1ccc(C2NS(=O)(=O)OCC2C)cc1 (stereo unspecified)	4%	0.6%	-3%	-20%	27%
